Pol beta inh: inhibitors of human DNA polymerase beta; actives 1.3% (n = 340,000); Potency, µM (top dose mostly 114 µM), inactives show at the highest dose activity change, negative = inhibition, most hits filed as inhibitors; Pol beta primer extension/strand displacement, fluorescence kinetic; P06746; note: potency is the fitted concentration of half-maximal effect; % is set by controls: 0 for no effect and ±100 for the full control effect
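Kinetic readout of DNA synthesis with strand displacement by Pol beta. Compound and 10 nM enzyme sit 15 min at room temperature; 50 nM substrate starts the reaction, read immediately and at 10 min.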
Pol kappa inh: DNA polymerase kappa (human) inhibition. purified Pol kappa, fluorescent DNA synthesis assay, 10 min. Potency, µM (top dose mostly 107 µM), without a hit: at the top dose activity, negative = inhibition, most hits filed as inhibitors. AID 588579. actives 0.53% (n = 400,000); note: potency is the fitted concentration of half-maximal effect; % is set by controls: 0 for no effect and ±100 for the full control effect
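50 nM final substrate added after 15 min RT preincubation of 10 nM Pol kappa with compound; fluorescence read at 0 and 10 min.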
Apoferritin bind: binds horse apoferritin like a general anesthetic; actives 0.074% (n = 350,000); apoferritin/1-aminoanthracene competitive binding, fluorescence; Potency, µM (doses to about 77.5 µM), for inactives: top-dose activity change, negative = displacement, most hits filed as inhibitors; P02791; note: potency is the fitted concentration of half-maximal effect; % is set by controls: 0 for no effect and ±100 for the full control effect; nearly all actives have a fitted effect of over 20% in size
Target sequence (P02791 2-175 limits assumed): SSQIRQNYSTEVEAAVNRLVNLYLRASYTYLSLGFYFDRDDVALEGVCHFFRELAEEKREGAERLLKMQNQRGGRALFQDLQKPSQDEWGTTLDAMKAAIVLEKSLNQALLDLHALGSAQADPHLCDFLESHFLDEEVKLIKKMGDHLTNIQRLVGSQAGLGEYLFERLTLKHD
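Read-out: endpoint 1-AMA fluorescence, excitation 380 nm and emission 535 nm, after compounds sit 10 min at room temperature with 10 uM horse-spleen apoferritin in 50% saturated 1-AMA/PBS. Values come from four-parameter Hill fits.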
LDHA block: inhibitors of human lactate dehydrogenase A. activity change, % (values are at about 110 or 230 µM). purified LDHA, NADH/diaphorase-resazurin fluorescence; active compounds read low. actives 0.15% (n = 480,000). AID 1347041; in the data active = activity change below about -30%; inconclusive = mostly about -25% to -30%;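 note: plate controls were DMSO wells for no effect and wells without enzyme for full effect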
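LDH5 2 nM; NADH 0.06 mM, pyruvate 0.2 mM; 200 mM Tris pH 7.4, EDTA, Tween-20; 5 min RT. Detection: diaphorase 0.133 mg/mL + resazurin 37 µM, fluorescence ex540/em590 at 0 and 20 min; normalized to enzyme-free and DMSO wells.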
ALOX12 inh: ALOX12 (human) lipoxygenase inhibition. purified 12hLO, xylenol orange hydroperoxide absorbance. actives 1.1% (n = 580,000). Potency, µM (top dose mostly 108 µM), inactives show at the highest dose activity change, negative = inhibition, usual class: inhibitors. P18054; note: potency is the fitted concentration of half-maximal effect; % is set by controls: 0 for no effect and ±100 for the full control effect
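Purified human 12hLO (150 nM final) in 25 mM Hepes, 0.01% Triton X-100, pH 7.0 was preincubated 15 min at room temperature with compound. Then 40 uM arachidonic acid was added, 30 min. Hydroperoxide was read by Fe-XO absorbance ratio 573/405 nm.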
POLH inh: blocks human DNA polymerase eta activity | Potency, µM (highest dose often 114 µM), inactives show at the top dose activity change, negative = inhibition, usual class: inhibitors | AID 588591 | recombinant Pol eta, fluorescent DNA replication assay | actives 1.2% (n = 390,000); note: potency is the fitted concentration of half-maximal effect; % is set by controls: 0 for no effect and ±100 for the full control effect
Target sequence (Q9Y253 whole entry, looked up): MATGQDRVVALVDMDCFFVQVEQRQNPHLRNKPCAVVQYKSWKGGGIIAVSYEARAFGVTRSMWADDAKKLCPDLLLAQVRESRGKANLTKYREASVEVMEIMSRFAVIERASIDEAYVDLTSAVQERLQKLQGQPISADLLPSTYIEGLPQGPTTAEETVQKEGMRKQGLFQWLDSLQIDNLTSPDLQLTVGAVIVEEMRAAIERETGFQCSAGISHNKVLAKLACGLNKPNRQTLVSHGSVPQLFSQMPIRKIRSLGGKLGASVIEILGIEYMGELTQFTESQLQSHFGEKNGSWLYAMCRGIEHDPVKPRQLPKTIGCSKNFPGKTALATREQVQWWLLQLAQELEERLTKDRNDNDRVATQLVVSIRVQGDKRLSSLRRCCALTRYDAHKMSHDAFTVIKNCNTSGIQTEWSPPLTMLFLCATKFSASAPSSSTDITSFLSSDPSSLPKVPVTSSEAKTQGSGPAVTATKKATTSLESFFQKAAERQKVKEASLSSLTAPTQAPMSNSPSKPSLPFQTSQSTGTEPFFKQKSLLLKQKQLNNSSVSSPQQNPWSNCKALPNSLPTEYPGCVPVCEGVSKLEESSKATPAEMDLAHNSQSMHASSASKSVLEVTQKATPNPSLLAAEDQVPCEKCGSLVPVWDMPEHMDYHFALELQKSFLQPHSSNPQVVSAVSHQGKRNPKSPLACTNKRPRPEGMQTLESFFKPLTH
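Pol eta at 10 nM preincubated with compounds 15 min at room temperature; reaction started with fluorescent substrate (50 nM final) and read kinetically at 0 and 10 min.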
APE1 inh: blocks human APE1 abasic DNA cleavage | Potency, µM (titrated, usually from 65.8 µM), for the others: top-dose activity change, negative = inhibition, most hits filed as inhibitors | recombinant APE1, TAMRA/BHQ-2 abasic DNA cleavage fluorescence | actives 0.35% (n = 350,000) | P27695;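 note: potency is the fitted concentration of half-maximal effect; plate controls were vehicle for no effect and reference inhibitor for full effect; nearly all actives have a fitted effect of over 55% in size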
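Step 1: APE1 (0.75 nM) with compound, 15 min RT. Step 2: add 50 nM fluorophore/quencher THF duplex. Step 3: three fluorescence reads 60 s apart (525/598 nm); read 3 minus read 1 = reaction progress.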
ERG-DNA inh: inhibitors of human ERG Ets domain-DNA interaction; fluorescence polarization, His-ERG Ets domain / labelled DNA; Potency, µM (doses to about 76.9 µM), for inactives: top-dose FP activity, negative = inhibition, hits mostly inhibitors; actives 0.028% (n = 370,000); AID 624246; active = well fitted inhibition curve with a large enough effect in the polarisation, with a control signal flat; inconclusive = small, poorly fitted or top-dose-only effect, or effect the other way, or a change in a side signal; inactive = no such curve, though single readings can be large or run the other way; the % refers to the polarisation;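 note: polarization taken with two DNA probes labelled with fluorescein and Texas red; potency is the fitted concentration of half-maximal effect; % of control where 0% means no effect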
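His-tagged ERG Ets domain (1 uM in the protein solution; 300mM KCl, 50mM Tris-HCl, 1mM EDTA, 1mM DTT, pH 7.5) received compound, then a probe mix of 5 nM fluorescein-DNA and 100nM Texas-615-DNA. Fluorescence polarization was read for both dyes.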
RGS4 inh: inhibitors of human regulator of G protein signaling 4; P49798; Transcreener GDP fluorescence polarization, RGS4-accelerated GTP hydrolysis; Potency, µM (series often up to 114 µM), for inactives: at the highest dose activity change, negative = inhibition, usual class: inhibitors; actives 0.039% (n = 390,000); note: potency is the fitted concentration of half-maximal effect; % is set by controls: 0 for no effect and ±100 for the full control effect; nearly all actives have a fitted effect of over 75% in size; some results filed as inactive show a strong effect at the top dose
Target sequence (P49798 whole entry, looked up): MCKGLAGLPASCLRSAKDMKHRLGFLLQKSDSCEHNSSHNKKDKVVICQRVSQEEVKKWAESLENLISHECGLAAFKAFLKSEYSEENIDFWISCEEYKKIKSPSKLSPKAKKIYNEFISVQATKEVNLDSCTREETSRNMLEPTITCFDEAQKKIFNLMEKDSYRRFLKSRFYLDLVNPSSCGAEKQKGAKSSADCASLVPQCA
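MLSMR compounds (23 nl, pin-transferred) preincubated 10 min at room temperature with a 500nM (2x) first reagent, then RGS4 at 900nM (2x) plus Transcreener GDP mix added; fluorescence polarization (620/688 nm) read before and after 90 min at 30 °C.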
* marks the source's active call; other numbers are inactive results; ? = inconclusive; . = not tested or not shown; & = joins results of further samples; ! = not active in a repeat; [ ] = remark or other dose. Unless noted, calls come from the whole dose curve; as a rule, active = well fitted curve in the direction sought with a large enough effect; inconclusive = small, poorly fitted or top-dose-only effect, or another doubt; inactive = no such curve, though single readings can be large; an effect the other way counts as inactive or inconclusive. An excerpt; count on the stated rates, not on these rows.

SMILES	Pol beta inh	Pol kappa inh	Apoferritin bind	LDHA block	ALOX12 inh	POLH inh	APE1 inh	ERG-DNA inh	RGS4 inh
Cc1ccc(N(Cc2ccccc2)C(=O)c2ccc(S(=O)(=O)N3CCOCC3)cc2)cc1	.	-7%	.	1	-8%	-29%	-11%	-3%	-12%
CC(C)(C)OC(=O)[C@H](Cc1ccccc1)NC(=O)c1[nH]cnc1C(=O)Nc1ccc(Cl)cc1	-1%	-2%	?	1	?	?	1%	-11%	-16%
O=P1(NC2CCCC2)OCC2(CO1)COP(=O)(NC1CCCC1)OC2 (centres undefined)	.	-7%	.	-5	-12%	-21%	.	-2%	7%
COc1ccc(-n2c(CCC(=O)O)ccc2-c2ccc(F)cc2)c(OC)c1	5%	-10%	-8%	-9	1%	-14%	10%	-5%	-16%
Cn1c(SCC(=O)NNC(=O)Nc2ccc(Cl)cc2)nnc1-c1ccccc1	7%	-7%	-1%	-2	10%	-13%	-1%	4%	-8%
O=C(Nc1ccc(F)cc1)C1CC(=O)n2c(nc3ccccc32)N1 (centres undefined)	1%	-7%	3%	-2	0%	-6%	1%	4%	8%
CC1CCN(C(=O)CS(=O)(=O)Cc2ccccc2)CC1	1%	2%	0%	1	-5%	-4%	26%	5%	-6%
COc1ccccc1-c1cc(C(=O)Nc2ccccc2C(F)(F)F)no1	22%	?	0%	-10	-16%	-19%	.	6%	-2%
CCOc1ccc(NC(=O)CCCCn2c(=O)[nH]c3ccsc3c2=O)cc1	-13%	2%	-7%	-5	1%	-16%	0%	-3%	12%
COc1ccc(NC(=O)NCC(C)CSc2ccc(C)cc2)c(OC)c1 (centres undefined)	1%	-13%	12%	-2	-8%	-6%	-28%	8%	25%
Cc1ccc(S(=O)(=O)c2cc3ccc(O)cc3oc2=O)cc1C	0%	6%	.	-7	-2%	10%	12%	16%	9%
Cc1ccccc1-c1nnc(CN2CCC(C)CC2)o1	7%	-13%	-11%	-8	?	3%	5%	-5%	0%
CN1CCN(S(=O)(=O)c2ccc(Cl)c(C(F)(F)F)c2)CC1	.	-4%	.	-8	?	-12%	.	7%	13%
C/C(N)=C(/C#N)C(=O)COC(=O)CNS(=O)(=O)c1c(F)cccc1F	3%	-25%	-4%	-4	0%	7%	4%	8%	-7%
Cc1nc(-c2ccc(S(=O)(=O)N3CCN(C4c5ccccc5-c5ccccc54)CC3)s2)cs1	0%	5%	-15%	-5	?	-2%	-4%	-8%	-30%
CCc1cccc(-n2nnc(-c3nsc(NC(=O)c4cccs4)n3)c2C)c1	2%	-14%	?	-9	-11%	-2%	.	-1%	12%
Cc1ccc2nc(-c3ccc(NC(=O)CN(C)S(=O)(=O)c4ccccc4)cc3)sc2c1	1%	.	-3%	.	-1%	.	2%	.	.
CC(CCc1ccccc1)NC(=O)CN1CCSc2ccccc21 (centres undefined)	13%	-1%	-5%	2	-97%	-19%	10%	3%	-54%
CCOc1ccc(C(=O)N2CCN(Cc3ccccc3)CC2)cc1	8%	-3%	-18%	-5	-1%	1%	20%	.	-18%
CC1(c2nnc(Cc3ccccc3)o2)CC(c2ccncc2)=NO1 (centres undefined)	.	-5%	.	1	32%[activator]	-9%	.	-7%	22%
O=C(NC(=S)Nc1nc2c(s1)CSc1ccccc1-2)c1ccccc1	6%	-6%	-16%	-5	?	-14%	-5%	-2%	-10%
c1ccc(-c2ccc(C3=Nn4c(nnc4-c4cccs4)SC3)cc2)cc1	0%	-12%	-9%	-6	182%[activator]	-9%	-4%	2%	-5%
O=c1cc(-c2ccc(F)cc2F)[nH]c2ccccc12	0%	-5%	2%[163 µM]	.	.	.	?	.	.
CCOc1cc2sc(N3CCC(C(=O)NCCCN4CCCC4=O)CC3)nc2cc1Br	-11%	-2%	6%	-8	0%	3%	2%	-13%	20%
O=C(CC(NC(=O)c1ccccc1Cl)c1ccccc1)NCCc1ccc(Cl)cc1 (centres undefined)	12%	2%	-10%	-3	7%	-12%	4%	5%	-23%
COc1ccccc1NC(=O)NS(=O)(=O)c1ccc(C)cc1	1%	-6%	-5%	2	-18%	-5%	1%	-5%	27%
COCCn1c(/C=C/c2ccccc2)nc2ccccc21	-21%	-4%	-1%	2	0%	-16%	2%	4%	-10%
O=C(NCCCNC(=O)c1ccccc1F)c1ccco1	39%	-3%	-8%	-4	-6%	-8%	9%	6%	-19%
Cc1ccc(S(=O)(=O)NC(=O)NN2CC3CCCC3C2)cc1 (centres undefined)	32%	2%	-5%&-10%&-7%	7	3.1µM*!	-11%	?	-2%	-30%[56.9 µM]
CCN1CCN(c2ccc(S(=O)(=O)N3CCOCC3)cc2NC(=O)/C=C/c2cccc(OC)c2OC)CC1	.	-5%	.	-7	?	-10%	-2%	2%	-30%

Profiles, quoted from the list. Values in the order: Pol beta inh	Pol kappa inh	Apoferritin bind	LDHA block	ALOX12 inh	POLH inh	APE1 inh	ERG-DNA inh	RGS4 inh
CCOc1cc2sc(N3CCC(C(=O)NCCCN4CCCC4=O)CC3)nc2cc1Br is listed with -11%	-2%	6%	-8	0%	3%	2%	-13%	20%
COc1ccccc1NC(=O)NS(=O)(=O)c1ccc(C)cc1 is listed with 1%	-6%	-5%	2	-18%	-5%	1%	-5%	27%
CC1CCN(C(=O)CS(=O)(=O)Cc2ccccc2)CC1 is listed with 1%	2%	0%	1	-5%	-4%	26%	5%	-6%
Cc1ccc(S(=O)(=O)NC(=O)NN2CC3CCCC3C2)cc1 (centres undefined) is listed with 32%	2%	-5%&-10%&-7%	7	3.1µM*!	-11%	?	-2%	-30%[56.9 µM]
O=C(Nc1ccc(F)cc1)C1CC(=O)n2c(nc3ccccc32)N1 (centres undefined) is listed with 1%	-7%	3%	-2	0%	-6%	1%	4%	8%

(further entries)
SMILES	Pol beta inh	Pol kappa inh	Apoferritin bind	LDHA block	ALOX12 inh	POLH inh	APE1 inh	ERG-DNA inh	RGS4 inh
Cc1oc(-c2ccccc2F)nc1CS(=O)(=O)CC(=O)NC(C)CCc1ccccc1 (centres undefined)	1%	0%	-14%	-3&-1	1%&5%	-8%	8%	-3%	6%[56.9 µM]
CC(C)(C)OC(=O)C[C@@H]1C/C=C\C[C@H](CC(=O)N[C@H](CO)Cc2ccccc2)C(=O)N[C@@H](Cc2ccccc2)COC1=O	.	-14%	.	-8	-2%	-12%	-16%	0%	2%
COc1ccc(-c2csc3nc(-c4cccnc4)nc(Cl)c23)cc1OC	12%	-14%	-19%	-4	-21%	1%	-4%	-4%	?
CC(C)(C)c1ccc(C(=O)NC(Cc2c[nH]c3ccccc23)C(=O)OCC(=O)c2ccccc2)cc1 (centres undefined)	0%	-11%[60.1 µM]	-1%	-2	?	-1%	.	4%	-1%
Cc1ccc2c(c1)C(=O)N(CCCCO)C2=O	8%	-19%	2%	2	-2%	-14%	1%	.	-6%
COc1ccc(NC(=O)c2ccc3c(c2)N(C)CCS3)cc1	-11%	9%	168%[activator]	-1	-11%	0%	21%	-3%	-26%
O=S(=O)(NC1CCCCC1N1CCC(O)CC1)c1ccccc1 (centres undefined)	71%	1%	4%	-3	0%	-16%	1%	?	-21%
O=C(/C=C/c1ccc(Cl)c(Cl)c1)N1CCc2ccccc21	1%	-2%	-1%	-3	1%	-18%	3%	1%	-6%
C[C@H](NC(=O)c1nc[nH]c1C(=O)N1CCN(c2ccccc2)CC1)c1ccccc1	.	4%	.	3	0%	-10%	-9%	3%	10%
COc1ccc(NC(=O)C(CCSC)N2C(=O)c3ccccc3C2=O)cc1 (centres undefined)	-21%	-14%	-17%	-9	-4%	-7%	?	2%	-2%
COC(=O)c1sccc1N/N=C/c1cccc(OC)c1O	32%[activator]	-5%	4%	1	-25%	-4%	?	-3%	-6%
COc1ccc(NS(=O)(=O)c2ccc3[nH]c4c(c3c2)CCCCCC4)cc1	-4%	-4%[60.1 µM]	?	-1	-23%	-15%	.	2%	?
N#Cc1ccc(CN2CCN(C(=O)c3ccc(S(=O)(=O)N4CCCCCC4)cc3)CC2)cc1	.	-2%	.	-18	-15%	-21%	-9%	-9%	13%
COC(=O)c1ccccc1S(=O)(=O)N1CCC(C(=O)Nc2ccc(N3CCOCC3)cc2)CC1	.	-18%	.	-1	133%[activator]	6%	3%	0%	-2%
COc1ccc(OC)c2sc(N3CCN(C(=O)CCS(=O)(=O)c4ccc(F)cc4)CC3)nc12	-27%	-1%[60.1 µM]	?	7	-20%	-14%	.	-3%	-11%

Three entries drawn at random from the list so far:
SMILES	Pol beta inh	Pol kappa inh	Apoferritin bind	LDHA block	ALOX12 inh	POLH inh	APE1 inh	ERG-DNA inh	RGS4 inh
N#Cc1ccc(CN2CCN(C(=O)c3ccc(S(=O)(=O)N4CCCCCC4)cc3)CC2)cc1	.	-2%	.	-18	-15%	-21%	-9%	-9%	13%
COC(=O)c1ccccc1S(=O)(=O)N1CCC(C(=O)Nc2ccc(N3CCOCC3)cc2)CC1	.	-18%	.	-1	133%[activator]	6%	3%	0%	-2%
C[C@H](NC(=O)c1nc[nH]c1C(=O)N1CCN(c2ccccc2)CC1)c1ccccc1	.	4%	.	3	0%	-10%	-9%	3%	10%

Structures listed above marked active in ALOX12 inh:
mol,Pol beta inh,Pol kappa inh,Apoferritin bind,ALOX12 inh,POLH inh,APE1 inh,ERG-DNA inh,RGS4 inh
Cc1ccc(S(=O)(=O)NC(=O)NN2CC3CCCC3C2)cc1 (centres undefined),32%,2%,-5%&-10%&-7%,3.1µM*!,-11%,?,-2%,-30%[56.9 µM]
